SMN2 splice enh = SMN2 splice variant enhancement | HEK293 SMN2-luciferase splicing reporter, luminescence, 30-36 h | Potency, µM (top dose mostly 46.1 µM), for the others: at the highest dose activity change, positive = activation, actives largely listed as activators | 2.8% of 210,000 active | AID 1458; note: % of control where 0% means no effect; nearly all actives have a fitted effect of over 55% in size
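HEK293 cells carry an SMN2 […]–luciferase reporter in which exon 7 inclusion puts luciferase in frame. Cells were plated 10-12 h before compound addition, then incubated 30-36 h at 37C. ONE-Glo luminescence was read; sodium butyrate at 4.5 mM final served as control.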
ALDH1A1 block = ALDH1A1 (human) enzyme inhibition; P00352; Purified ALDH1A1, NADH fluorescence, propionaldehyde substrate; Potency, µM (doses to about 75.3 µM), without a hit: at the top dose activity, negative = inhibition, actives largely listed as inhibitors; 7.3% of 220,000 active; active = well fitted inhibition curve with a large enough effect, not every such curve was filed as active; inconclusive = small, poorly fitted or top-dose-only effect, or another doubt; inactive = no such curve, though single readings can be large or run the other way;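 note: plate controls were no enzyme wells and a reference inhibitor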
Luc counter = blocks Kinase-Glo luciferase, a counter-screen artifact. Potency, µM (top dose mostly 38.3 µM), for inactives: at the top dose activity change, negative = inhibition, hits mostly inhibitors. AID 1379. Kinase-Glo luciferase, ATP luminescence, 8 min. 0.28% of 200,000 active. Q27757; note: % is set by controls: 0 for no effect and ±100 for the full control effect; nearly all actives have a fitted effect of over 60% in size
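Inhibition of Kinase-Glo luciferase light generation was assessed at 10 uM ATP in pH 7.2 imidazole buffer, with luminescence measured after eight minutes at ambient temperature.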
KDM4E inh = JMJD2E (human) inhibition; 1.6% of 230,000 active; AID 2147; Potency, µM (series often up to 57.1 µM), for inactives: at the highest dose activity change, negative = inhibition, actives largely listed as inhibitors; JMJD2E catalytic domain, FDH-coupled NADH fluorescence (FDH is formaldehyde dehydrogenase); B2RXH2; active = well fitted inhibition curve with a large enough effect, not every such curve was filed as active; inconclusive = small, poorly fitted or top-dose-only effect, or another doubt; inactive = no such curve, though single readings can be large or run the other way;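 note: 0% = wells with enzyme and -100% = buffer wells without enzyme; nearly all actives have a fitted effect of over 50% in size; many of its hits are not listed in these tables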
Target sequence (B2RXH2 1-337 limits assumed): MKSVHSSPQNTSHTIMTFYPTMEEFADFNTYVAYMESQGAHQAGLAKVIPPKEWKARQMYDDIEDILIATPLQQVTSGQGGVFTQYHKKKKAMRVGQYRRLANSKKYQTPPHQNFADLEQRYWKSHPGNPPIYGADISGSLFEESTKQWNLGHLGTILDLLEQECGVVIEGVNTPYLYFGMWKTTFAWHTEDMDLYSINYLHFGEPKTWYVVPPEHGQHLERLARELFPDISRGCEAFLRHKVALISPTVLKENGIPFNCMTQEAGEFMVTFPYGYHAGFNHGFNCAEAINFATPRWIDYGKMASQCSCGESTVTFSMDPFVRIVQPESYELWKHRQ
L3MBTL1 inh = L3MBTL1 (human) inhibition; AlphaScreen L3MBTL1–H3K9me1 peptide binding; Potency, µM (highest dose often 57.1 µM), without a hit: at the top dose activity, negative = inhibition, most hits filed as inhibitors; 0.66% of 230,000 active; AID 485360; note: % is set by controls: 0 for no effect and ±100 for the full control effect; nearly all actives have a fitted effect of over 60% in size
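First, the protein-peptide complex forms for 30 min at room temperature (L3MBTL1 50 nM, biotinylated H3K9me1 peptide 75 nM). Next, compounds are pin-transferred and incubated 30 min. Finally, AlphaScreen beads are added and read after 30 min.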
Tau fibril ThT = blocks human tau fibril formation measured by thioflavin T; recombinant tau K18 P301L, heparin-induced fibrillization, ThT fluorescence; P10636; 2.1% of 270,000 active; AID 1460; Potency, µM (top dose mostly 57.4 µM), without a hit: at the highest dose activity, negative = inhibition, usual class: inhibitors; note: % is set by controls: 0 for no effect and ±100 for the full control effect; nearly all actives have a fitted effect of over 55% in size
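Fibril formation assay: tau K18 P301L at 15 uM with trace Alexa 594 label, heparin inducer 20 uM, pH 7 sodium acetate buffer, 37 C for 6 hr; endpoint ThT signal.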
LMNA splice mod = LMNA splicing modulation; HeLa LMNA splicing GFP/RFP minigene ratio, 48 h; Potency, µM (highest dose often 46.1 µM), for the others: at the highest dose ratio change, negative = inhibition, usual class: inhibitors; 0.01% of 200,000 active; active = well fitted inhibition curve with a large enough effect in the signal ratio, with a control signal flat, not every such curve was filed as active; inconclusive = small, poorly fitted or top-dose-only effect, or effect the other way, or a change in a side signal; the % refers to the signal ratio; note: % is set by controls: 0 for no effect and ±100 for the full control effect
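S3 HeLa stable clones carrying a lamin A-EGFP splicing minigene plus DsRed2 were seeded at 600 cells/well in Opti-MEM with 2% FBS, pin-dosed and incubated 48 h at 37°C. Acumen cytometry (488 nm) gave the GFP/RFP total-intensity ratio.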
RECQ1 inh = inhibitors of human RECQ1 DNA helicase | P46063 | RECQ1 DNA unwinding, red fluorescence kinetic read | Potency, µM (titrated, usually from 57.3 µM), for inactives: at the highest dose activity, negative = inhibition, actives largely listed as inhibitors | 0.54% of 240,000 active | AID 2549;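 note: plate controls were vehicle for no effect and no enzyme for full effect; nearly all actives have a fitted effect of over 30% in size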
Target sequence (P46063 whole entry, looked up): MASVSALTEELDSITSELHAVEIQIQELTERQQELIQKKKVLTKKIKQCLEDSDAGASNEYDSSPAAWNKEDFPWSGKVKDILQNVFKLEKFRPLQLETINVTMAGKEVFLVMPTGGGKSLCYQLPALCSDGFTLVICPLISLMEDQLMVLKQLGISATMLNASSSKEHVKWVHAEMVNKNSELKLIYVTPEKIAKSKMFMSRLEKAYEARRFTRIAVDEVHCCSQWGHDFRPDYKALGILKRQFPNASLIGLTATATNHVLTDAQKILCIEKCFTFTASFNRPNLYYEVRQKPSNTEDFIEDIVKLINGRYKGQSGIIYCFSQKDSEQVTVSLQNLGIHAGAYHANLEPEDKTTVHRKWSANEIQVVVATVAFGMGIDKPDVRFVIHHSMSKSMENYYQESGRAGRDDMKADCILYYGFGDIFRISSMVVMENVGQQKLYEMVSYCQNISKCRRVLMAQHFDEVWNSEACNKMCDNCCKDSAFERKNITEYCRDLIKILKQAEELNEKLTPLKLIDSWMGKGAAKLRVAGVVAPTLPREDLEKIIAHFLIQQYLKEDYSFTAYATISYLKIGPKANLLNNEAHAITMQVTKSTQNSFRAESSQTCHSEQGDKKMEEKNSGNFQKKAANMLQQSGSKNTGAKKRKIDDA
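RECQ1T1 50 nM; forked duplex (20 bp + 30-nt ss tails) 200 nM, ATP 2 mM final; pH 8.0, 2 mM MgCl2, 2.5 ug/ml poly(dI-dC); 15 min compound preincubation; discontinuous kinetic read over 2 h at RT.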
The depositor's hits bear a star; i = inactive; ? = inconclusive; . = not tested or not shown; [ ] = remark or other dose. Unless noted, calls come from the whole dose curve; as a rule, active = well fitted curve in the direction sought with a large enough effect; inconclusive = small, poorly fitted or top-dose-only effect, or another doubt; inactive = no such curve, though single readings can be large; an effect the other way counts as inactive or inconclusive. Potency is the fitted concentration of half-maximal effect.

SMILES | SMN2 splice enh | ALDH1A1 block | Luc counter | KDM4E inh | L3MBTL1 inh | Tau fibril ThT | LMNA splice mod | RECQ1 inh
COCCN(CCOC)S(=O)(=O)c1ccc(OC)cc1 | 4% | 0% | -1% | 10% | . | -3% | 1% | i
COc1ccc(-n2c(Cc3cccn3C)nnc2SCC(=O)Nc2ccc3c(c2)OCO3)cc1 | -9% | 14µM* | -1% | -18% | -27% | -14% | -1% | ?
N#Cc1ccccc1/C=C/C(=O)N1CCOCC1 | . | 2% | 2% | -2% | -2% | -4% | 1%[46 µM] | 1%
N/C(=N\OC(=O)COc1ccc(Br)cc1Cl)c1ccncc1 | 11µM* | -2% | 2% | 0% | 9% | ? | -5% | i
CC(OC(=O)c1ccco1)C(=O)NCc1cccs1 (configuration not stated) | -18% | 15% | -5% | -7% | 3% | -3% | 1% | -2%
NS(=O)(=O)c1ccc(NC(=O)COC(=O)C23CC4CC(CC(C4)C2)C3)cc1 | -11% | ? | 1% | 1% | 25% | -1% | 8% | i
Cc1ccc(NC(=S)NNC(=O)c2cn(C)nc2C)cc1 | -1% | ? | 8% | 1% | 6% | -6% | -1% | i
N#Cc1c(N)c(C#N)c(-c2ccc(O)cc2)c2c1CCCC2 | -17% | ? | -4% | ? | 15% | -8% | ? | -11%
O=C(CCn1c(=S)oc2ccccc21)NC1CCCCCC1 | . | 1% | . | 0% | 10% | -1% | . | -8%
COc1cccc(NC(=S)N(CCCN2CCCC2)Cc2ccco2)c1 | -2% | 9% | -1% | 4% | ? | -5% | ? | -1%
CCOc1ccc(NC(=O)CCC(=O)NNC(=O)Nc2ccc(Cl)cc2)cc1 | -6% | 8% | -2% | -7% | -1% | 5% | 6%[46 µM] | i
O=c1c2c3c(sc2n2cnnc2n1-c1ccccc1)N(Cc1ccccc1)CCC3 | -12% | ? | -3% | ? | -2% | -14% | 0% | 6%
COC(=O)c1ccccc1NC(=O)Cn1nc(C(F)(F)F)c2c1CCC2 | -14% | -2% | 2% | -6% | 8% | -12% | 14% | -8%
CCN(CC)CCCN=Cc1c(O)n(-c2cccc(C)c2)c(=O)c2ccccc12 | . | . | . | ? | -18% | 0% | . | 6%
Cc1noc(C)c1CSc1nnc(-c2c[nH]c3ccccc23)n1-c1ccc(Cl)cc1 | -7% | 7% | -2% | 6% | -2% | 0% | 0% | -8%
NCCNC[C@@H]1COC2(CCCCCCCCCCC2)O1 | . | . | . | -10% | -20% | -14% | . | -4%
CCOc1ccc2nc(Cl)sc2c1 | 10% | -12% | 2% | -7% | 7% | -6% | 11%[46 µM] | -10%
CC(C)Cn1c(N)c(C(=O)CSc2nnnn2C)c(=O)n(C)c1=O | -24% | -2% | -3% | 1% | -3% | -2% | 8% | i
CC(C)=CCC/C(C)=C\COc1c2ccoc2cc2oc(=O)ccc12 | . | ? | 2% | ? | . | -21% | . | i
COc1cccc(NC(=O)CNS(=O)(=O)c2ccc(Cl)cc2)c1 | -6% | 0% | 1% | 2% | 1% | -2% | 2% | -1%
CCOc1ccc(/C(O)=C2/C(=O)C(=O)N(CCOCCO)C2c2cccnc2)cc1 (configuration not stated) | -10% | 0% | -4% | -2% | 1% | -5% | 12% | i
CCNc1nc(Oc2ccc(OC)cc2)cc(C(F)(F)F)n1 | 24% | 12% | 0% | 0% | 44%[activator] | -13% | ? | -16%
COc1cccc(CNC(=O)Cn2ncc3c(=O)oc4ccccc4c32)c1 | 11% | . | . | 2% | . | -9% | . | -4%
CCOC(=O)C1CCN(C(=O)Nc2ccc3nc(C)c(C)nc3c2)CC1 | -11% | ? | 1% | ? | -10% | -14% | -7% | -4%
O=C(NCCCN1CCOCC1)c1c(O)c2cc(Br)cc(Br)c2[nH]c1=O | -8% | 0% | -1% | 2% | 7% | -13% | 2% | i
C=CCn1c(-c2cccs2)nc2nc3ccccc3nc21 | 2.8µM* | ? | -6% | ? | . | -12% | -14% | -4%
CN(CCC#N)C(=O)COC(=O)c1nn(-c2ccccc2)c(=O)c2ccccc12 | 10% | 7% | 1% | -5% | 6% | 1% | 2%[46 µM] | 2%
CC(=O)N(c1ccc(C(C)C)cc1)C1C=CS(=O)(=O)C1 (configuration not stated) | 9% | -3% | 0% | -2% | . | 1% | 5% | -3%
Cc1ccc(CS(=O)(=O)CCC(=O)NCCN2CCCCC2C)cc1 (configuration not stated) | 5% | -12% | 1% | -1% | -6% | -7% | 9% | -2%
O=C(Cc1c[nH]c2ccccc12)Nc1ccccc1N1CCOCC1 | 2% | 3% | 0% | -9% | 10% | -7% | . | -7%
CCOC(=O)c1sc(-c2ccccc2)cc1N | ? | ? | -6% | ? | 19% | ? | 11% | -6%
O=C(Cc1ccccc1)NNC(=O)Nc1ccccc1 | . | 1% | 0% | 0% | 7% | 4% | -12%[46 µM] | i
Cc1cc(C)n2cc(CSc3ncccc3C(=O)O)nc2n1 | -6% | ? | 0% | ? | -5% | -5% | -4% | -3%
COc1ccc(-c2nnc(OCc3ccccc3)c3ccccc23)cc1 | -22% | ? | 0% | 0% | 7% | -11% | ? | -4%
O=C(O)c1ccc(N/N=C/c2cn(-c3ccccc3)nc2-c2cccs2)cc1 | 7.9µM* | ? | -26% | ? | -19% | ? | -22%[46 µM] | -5%
COc1ccc(OC)c(NC(=O)Cn2c(CCC(=O)O)ccc2-c2cccs2)c1 | -4% | ? | 1% | ? | . | -9% | 10% | -7%
CC(=O)N1N=C(c2ccco2)CC1c1ccc(Br)cc1 (configuration not stated) | 12% | -2% | 2% | -1% | -5% | -2% | -12% | -5%
O=C(O)/C=C/C(=O)N1CCN(C(=O)/C=C/C(=O)O)CC1 | -2% | 13% | 0% | 6% | 7% | -11% | -5% | -13%
Cc1ccc2c(C)nc(N/C(N)=N/S(=O)(=O)c3ccc([N+](=O)[O-])cc3)nc2c1 | 5% | -5% | 1% | 17% | -4% | ? | ? | -7%
CN(Cc1ccc(OC(F)F)cc1)Cc1nc2c(Br)cc(Br)cc2c(=O)[nH]1 | 3% | 3% | -1% | -5% | -15% | -18% | . | -4%

Three entries already listed, arranged by their value in SMN2 splice enh, ascending:
Structure | SMN2 splice enh
CN(CCC#N)C(=O)COC(=O)c1nn(-c2ccccc2)c(=O)c2ccccc12 | 10%
COc1cccc(CNC(=O)Cn2ncc3c(=O)oc4ccccc4c32)c1 | 11%
CCNc1nc(Oc2ccc(OC)cc2)cc(C(F)(F)F)n1 | 24%

Next part:
SMILES | SMN2 splice enh | ALDH1A1 block | Luc counter | KDM4E inh | L3MBTL1 inh | Tau fibril ThT | LMNA splice mod | RECQ1 inh
CCC(Sc1nc(C)cc(=O)[nH]1)C(=O)Nc1nc(-c2ccccc2)cs1 (configuration not stated) | 24% | ? | -3% | 0% | . | -16% | ? | -23%
O=C(Nc1cccc(S(=O)(=O)N2CCCCC2)c1)C1CC(=O)N(Cc2ccco2)C1 (configuration not stated) | 4% | -15% | 2% | 14% | -14% | -1% | . | -17%
C[C@]12CCC3C(CC=C4C[C@@H](O)CC[C@@]43C)C1CCC2[C@]1(C)CCC(=O)O1 (some centres not stated) | -6%[1.84 µM] | -1% | 1% | 9% | 1% | ? | -16% | 9%
CC(=O)Nc1nonc1-c1nc2ccccc2n1CC1CC1 | -1% | ? | 4% | ? | 16%[11.4 µM] | 3% | -4% | i
O=C(COc1ncnc2cc([N+](=O)[O-])ccc12)NC1CCCCC1 | . | ? | . | ? | 5% | ? | -9%[46 µM] | 4%
COc1cc(CNn2cn[nH]c2=S)cc(Cl)c1OCc1ccc(F)cc1 | 18% | ? | 1% | 3% | 7% | ? | ? | -3%
O=C(NCC1(c2ccccc2)CCCC1)c1ccccc1 | -14% | 0% | -2% | 2% | 4% | -4% | ? | -10%
CCCn1c(=O)c2[nH]c(-c3ccc(OCC(=O)Nc4ccc(C(C)=O)cc4)cc3)nc2n(CCC)c1=O | . | 3% | 2% | 3% | . | -19% | . | -5%
Cc1c2ccccc2cc[n+]1CCCS(=O)(=O)[O-] | 12% | ? | 2% | ? | 8% | 0% | 10%[46 µM] | i
O=c1onc(-c2ccc(Cl)cc2Cl)n1-c1cccnc1 | . | -1% | . | -2% | 0% | -13% | . | 10%
OC[C@H]1O[C@@H](n2cnc3c(Nc4ccccc4)ncnc32)[C@H](O)[C@@H]1O | . | -3% | -1% | -8% | -1% | -6% | ? | 8%
CC(OC(=O)c1cc2sccc2n1C)C(=O)NCc1ccco1 (configuration not stated) | -24% | 0% | -5% | 3% | -3% | 8% | ? | 0%

8 structures out of the list, sorted by SMILES length, largest number first.
SMILES | SMN2 splice enh | ALDH1A1 block | Luc counter | KDM4E inh | L3MBTL1 inh | Tau fibril ThT | LMNA splice mod | RECQ1 inh
CCCn1c(=O)c2[nH]c(-c3ccc(OCC(=O)Nc4ccc(C(C)=O)cc4)cc3)nc2n(CCC)c1=O | . | 3% | 2% | 3% | . | -19% | . | -5%
C[C@]12CCC3C(CC=C4C[C@@H](O)CC[C@@]43C)C1CCC2[C@]1(C)CCC(=O)O1 (some centres not stated) | -6%[1.84 µM] | -1% | 1% | 9% | 1% | ? | -16% | 9%
OC[C@H]1O[C@@H](n2cnc3c(Nc4ccccc4)ncnc32)[C@H](O)[C@@H]1O | . | -3% | -1% | -8% | -1% | -6% | ? | 8%
O=C(Nc1cccc(S(=O)(=O)N2CCCCC2)c1)C1CC(=O)N(Cc2ccco2)C1 (configuration not stated) | 4% | -15% | 2% | 14% | -14% | -1% | . | -17%
O=C(COc1ncnc2cc([N+](=O)[O-])ccc12)NC1CCCCC1 | . | ? | . | ? | 5% | ? | -9%[46 µM] | 4%
O=c1onc(-c2ccc(Cl)cc2Cl)n1-c1cccnc1 | . | -1% | . | -2% | 0% | -13% | . | 10%
CC(=O)Nc1nonc1-c1nc2ccccc2n1CC1CC1 | -1% | ? | 4% | ? | 16%[11.4 µM] | 3% | -4% | i
O=C(NCC1(c2ccccc2)CCCC1)c1ccccc1 | -14% | 0% | -2% | 2% | 4% | -4% | ? | -10%

Not all compounds are listed (hit frequency here may not be typical).
